Compound activity (PubChem)
KDM4E inh = JMJD2E (human) inhibition; B2RXH2; JMJD2E catalytic domain, FDH-coupled NADH fluorescence (FDH is formaldehyde dehydrogenase); Potency, µM (doses to about 57.1 µM), for inactives: at the top dose activity change, negative = inhibition, most hits filed as inhibitors; hit rate 1.6% among 230,000; AID 2147; active = well fitted inhibition curve with a large enough effect, not every such curve was filed as active; inconclusive = small, poorly fitted or top-dose-only effect, or another doubt; inactive = no such curve, though single readings can be large or run the other way;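 note: 0% = wells with enzyme and -100% = buffer wells without enzyme; nearly all actives have a fitted effect of over 50% in size; many of its hits are not listed in these tables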
Target sequence (B2RXH2 1-337 limits assumed): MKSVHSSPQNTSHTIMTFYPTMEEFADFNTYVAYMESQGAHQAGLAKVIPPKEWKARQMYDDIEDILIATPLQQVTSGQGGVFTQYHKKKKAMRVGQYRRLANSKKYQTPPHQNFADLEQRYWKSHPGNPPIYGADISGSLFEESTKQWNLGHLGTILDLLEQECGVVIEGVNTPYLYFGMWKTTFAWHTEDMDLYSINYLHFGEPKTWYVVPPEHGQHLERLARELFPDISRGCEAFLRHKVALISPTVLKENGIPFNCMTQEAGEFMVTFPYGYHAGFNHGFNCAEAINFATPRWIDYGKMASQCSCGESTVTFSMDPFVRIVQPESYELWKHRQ
TexasRed fluor = alters Texas Red total fluorescence, flagging assay interference; TRb/SRC2 Texas Red total fluorescence interference; Potency, µM (series often up to 106 µM), for the others: at the highest dose fluorescence change, negative = quenching; hit rate 0.29% among 280,000; active = well fitted curve in either direction with a large enough effect; inconclusive = small, poorly fitted or top-dose-only effect; note: % is set by controls: 0 for no effect and ±100 for the full control effect
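Human TRb ligand-binding domain at 0.6 uM with 20 nM Texas Red SRC2 peptide in Tris buffer containing 1 uM T3 and 5% DMSO, incubated with compound 5 h at ambient temperature. Total fluorescence (555/632 nm) calculated as parallel + 2 × perpendicular.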
RECQ1 inh = RECQ1 (human) helicase inhibition. P46063. RECQ1 DNA unwinding, red fluorescence kinetic read. Potency, µM (doses to about 57.3 µM), for the others: top-dose activity, negative = inhibition, most hits filed as inhibitors. hit rate 0.54% among 240,000;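 note: plate controls were vehicle for no effect and no enzyme for full effect; nearly all actives have a fitted effect of over 30% in size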
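RECQ1T1 50 nM; forked duplex (20 bp + 30-nt ss tails) 200 nM, ATP 2 mM final; pH 8.0, 2 mM MgCl2, 2.5 ug/ml poly(dI-dC); 15 min compound preincubation; discontinuous kinetic read over 2 h at RT.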
LMNA splice mod = modulators of lamin A splicing; HeLa LMNA splicing GFP/RFP minigene ratio, 48 h; Potency, µM (doses to about 46.1 µM), for the others: at the top dose ratio change, negative = inhibition, most hits filed as inhibitors; hit rate 0.01% among 200,000; active = well fitted inhibition curve with a large enough effect in the signal ratio, with a control signal flat, not every such curve was filed as active; inconclusive = small, poorly fitted or top-dose-only effect, or effect the other way, or a change in a side signal; the % refers to the signal ratio; note: % is set by controls: 0 for no effect and ±100 for the full control effect
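Read-out is the ratio of GFP to DsRed2 object intensity, acquired by 488 nm laser-scanning cytometry on HeLa lamin A-EGFP minigene reporter cells. Compound incubation 48 hrs at 37 °C in Opti-MEM with 2% FBS; DMSO 0.5% final.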
ALDH1A1 block = ALDH1A1 (human) enzyme inhibition; P00352; Purified ALDH1A1, NADH fluorescence, propionaldehyde substrate; Potency, µM (series often up to 75.3 µM), without a hit: top-dose activity, negative = inhibition, hits mostly inhibitors; hit rate 7.3% among 220,000; AID 1030; active = well fitted inhibition curve with a large enough effect, not every such curve was filed as active; inconclusive = small, poorly fitted or top-dose-only effect, or another doubt; inactive = no such curve, though single readings can be large or run the other way;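 note: plate controls were no enzyme wells and a reference inhibitor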
Target sequence (P00352 whole entry, looked up): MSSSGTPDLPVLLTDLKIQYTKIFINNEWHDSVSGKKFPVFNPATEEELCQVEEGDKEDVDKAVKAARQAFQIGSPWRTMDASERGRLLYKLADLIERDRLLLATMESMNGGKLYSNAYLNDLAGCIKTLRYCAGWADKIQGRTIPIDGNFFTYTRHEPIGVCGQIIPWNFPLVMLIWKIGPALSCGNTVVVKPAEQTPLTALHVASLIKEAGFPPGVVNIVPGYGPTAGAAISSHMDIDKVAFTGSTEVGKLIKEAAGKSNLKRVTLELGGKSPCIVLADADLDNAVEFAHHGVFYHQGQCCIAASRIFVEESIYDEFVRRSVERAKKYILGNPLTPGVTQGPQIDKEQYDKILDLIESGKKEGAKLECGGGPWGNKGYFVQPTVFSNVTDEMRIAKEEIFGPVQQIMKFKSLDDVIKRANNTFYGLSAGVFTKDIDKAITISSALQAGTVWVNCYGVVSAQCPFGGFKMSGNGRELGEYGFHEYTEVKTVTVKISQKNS
TRb-SRC2 inh = TRbeta-SRC2 interaction inhibition; Potency, µM (top dose mostly 106 µM), for the others: at the top dose activity change, negative = inhibition, hits mostly inhibitors; P10828; TRbeta-SRC2 peptide binding, fluorescence polarization; receptor liganded with 1 µM T3; hit rate 0.065% among 280,000;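 note: plate controls were bound peptide for no effect and peptide without receptor for full effect; nearly all actives have a fitted effect of over 50% in size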
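Fluorescence polarization of 20 nM Texas Red SRC2 peptide (20-aa NR interaction domain) bound to 0.6 uM human TRb ligand-binding domain, with 1 uM T3, after 5 hr at ambient temperature; inhibition seen as decreased polarization.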
SMN2 splice up = SMN2 splice variant enhancement | Potency, µM (highest dose often 46.1 µM), inactives show at the highest dose activity change, positive = activation, actives largely listed as activators | hit rate 2.8% among 210,000 | AID 1458 | HEK293 SMN2-luciferase splicing reporter, luminescence, 30-36 h; note: % of control where 0% means no effect; nearly all actives have a fitted effect of over 55% in size
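HEK293 cells carry an SMN2 […]–luciferase reporter in which exon 7 inclusion puts luciferase in frame. Cells were plated 10-12 h before compound addition, then incubated 30-36 h at 37C. ONE-Glo luminescence was read; sodium butyrate at 4.5 mM final served as control.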
RGS12 GoLoco inh = blocks human Gai1 binding to RGS12 GoLoco peptide, red readout | hit rate 0.44% among 230,000 | Potency, µM (series often up to 61.6 µM), inactives show top-dose activity, negative = inhibition, actives largely listed as inhibitors | AID 880 | Gai1:RGS12 GoLoco peptide FP, rhodamine, 10 min | P63096; active = well fitted inhibition curve with a large enough effect, not every such curve was filed as active; inactive = no such curve, though single readings can be large or run the other way; note: % is set by controls: 0 for no effect and ±100 for the full control effect; nearly all actives have a fitted effect of over 30% in size; many of its hits are not listed in these tables
Starred values were filed as active, the others as inactive; i = inactive; ? = inconclusive; . = no result given; & = joins results of further samples; [ ] = dose if it differs, or a comment. Unless noted, calls come from the whole dose curve; as a rule, active = well fitted curve in the direction sought with a large enough effect; inconclusive = small, poorly fitted or top-dose-only effect, or another doubt; inactive = no such curve, though single readings can be large; an effect the other way counts as inactive or inconclusive. Potency is the fitted concentration of half-maximal effect. Some of the compounds tested; count on the stated rates, not on these rows.

SMILES	KDM4E inh	TexasRed fluor	RECQ1 inh	LMNA splice mod	ALDH1A1 block	TRb-SRC2 inh	SMN2 splice up	RGS12 GoLoco inh
CCCCn1c(NCc2ccc3c(c2)OCO3)nc2ccccc21	4%	-7%	-11%	?	0%	-1%	?	-21%
Cc1cc(C)n2ncc(C(=O)NCc3ccccc3)c2n1	?	5%	-16%	5%	?	1%	-14%	8%
c1ccc(CCN2CCN(c3ncnc4c3cnn4-c3ccccc3)CC2)cc1	6%	3%	-4%	?	28µM*	10%	-4%	-2%
Cc1cc(C(=O)N/N=C\c2ccc(COc3ccc([N+](=O)[O-])cc3)o2)ccc1[N+](=O)[O-]	2%	1%	i	5%	-1%	2%	-11%	3%
O=C(COC(=O)COc1ccc(Br)cc1)Nc1cccnc1Cl	?	0%	-3%	-7%	-3%	-8%	11%	-16%
CC(=O)Nc1ccc(NC(=O)CSc2nnc(-c3ccc(NS(C)(=O)=O)cc3)n2C)cc1C	11%	1%	i	?	6%	9%	-2%	6%
CC(NC(=O)c1cccnc1)C(c1ccccc1)N1CCN(C)CC1 (stereo not given)	5%	-1%	2%	-3%	6%	1%	14%	5%
Cc1cc(Br)ccc1SCC(=O)OCC(=O)Nc1ccccc1C#N	-8%	1%	i	-13%	-11%	-9%	-12%	23%
COc1ccc(O)c(/C=N/NC(=S)Nc2cccnc2)c1	?	-2%	i	25%[46 µM]	?	3%	-43%[inhibitor]	12%
CCCCCCC1=Cc2cc(OC)c(OC)cc2C(C2(C(=O)OCC)CCCC2=O)O1 (stereo not given)	.	-17%[11.2 µM]	i[11.5 µM]	.	4%[13.5 µM]	3%[11.2 µM]	.	.
CCCCN(C)CCCNC(=O)c1cccc(N2CCCC2=O)c1	6%	1%	8%	0%	1%	2%	3%	4%
CCNS(=O)(=O)c1c(C)cc(N2CCCC2=O)cc1C	1%	1%	-1%	?	5%	8%	.	2%
COc1ccc(C2/C=C\CN(C(=O)c3ccccc3)[C@H](Cc3ccccc3)C(=O)N2Cc2ccc(F)cc2)cc1 (stereo not given in full)	-6%	1%	-18%	.	.	-1%	.	8%
COc1cc(C2C=C(C34CC5CC(CC(C5)C3)C4)NC(=S)N2)cc(OC)c1OC (stereo not given)	-7%	-1%	-2%	-1%	1.1µM*	-5%	-23%	-1%
CC1(C)NC(=O)N(CC(O)COc2ccccc2-c2ccccc2)C1=O (stereo not given)	-2%	0%	-4%	-1%	0%	-14%	-1%	-2%
CSc1cccc(CN2CCCC(CNC(=O)c3ccc(F)cc3)C2)c1 (stereo not given)	8%	0%	3%	?	10%	-5%	.	15%
OC[C@@H]1[C@@H](c2ccc(F)cc2)C(c2ccccc2)=NN1c1ccccc1	.	0%	-19%[81.1 µM]	.	?	-1%	.	0%[88.7 µM]
O=C(COC(=O)C1CCCN1C(=O)C12CC3CC(CC(C3)C1)C2)c1ccc(Br)cc1 (stereo not given)	3%	?	0%	-3%	-1%	7%	-11%	23%
O=C(N/N=C/c1ccc(OCC2COCCO2)cc1)c1ccc(Br)cc1 (stereo not given)	?	-6%	-2%	?	?	-6%	25%	18%
CC(C)(C)C(=O)Nc1nc2c(c(=O)[nH]1)CCCC2	3%	-2%	-2%	-14%[46 µM]	-3%	-1%	1%	12%
COCC(C)n1c(C)cc(C(=O)COC(=O)C2=NN(c3ccccc3)C(=O)CC2)c1C (stereo not given)	5%	0%	-12%	2%[46 µM]	12%	-2%	15%	7%
CC1(C)Cc2c(sc3c4nnnn4c4nnnn4c23)CO1	?	-1%	-6%	6%	-3%	0%	-1%	2%
Cc1cc(C)cc(-n2c(N)c(C(=O)Nc3c(C)n(C)n(-c4ccccc4)c3=O)c3nc4ccccc4nc32)c1	5%	-3%	-4%	?	-1%	-10%	-27%	12%
COc1cc(-c2nc(S(=O)(=O)c3ccc(C)cc3)c(N3CCOCC3)o2)cc(OC)c1OC	-28%	2%	-9%	0%	1.1µM*	-4%	?	-6%
CCC(C)n1c(=S)[nH]c2c(sc3ccc([N+](=O)[O-])cc32)c1=O (stereo not given)	8%	0%	-8%	?	0%	-4%	-74%[inhibitor]	7%
Cc1ccc(NC(=O)Cc2n[nH]c(=S)n2C)cc1	8%	1%	-1%	5%[46 µM]	-9%	-3%	-34%[inhibitor]	2%
Cc1ccccc1NC(=S)N1CCOCC1	-2%	4%	2%	-13%	-2%	-1%	15%	3%
O=C(O)CSc1ncnc2c1sc1nc(-c3ccccc3)c3c(c12)CCC3	4%	-1%	-3%	.	.	0%	.	17%
O=C(Nc1cc(C(F)(F)F)ccc1N1CCCCC1)c1ccco1	6%	-3%	-2%	5%	?	-11%	21%	-15%
O=C1C[C@H](c2ccccc2)Oc2cc(O)cc(O)c21	2%	0%	-8%	.	0%	-6%	.	2%
O=C(CSc1nnc(Cc2cccs2)n1-c1ccccc1)NCc1ccc2c(c1)OCO2	4%	-2%	2%	-4%	-7%	-6%	-7%	-3%
CCOc1ccc2oc(C(=O)OCC(=O)NC3CC3)c(C)c2c1	?	-1%	i	.	?	-9%	4%	5%
COc1cc2c(cc1O)[C@H](Cc1ccc(Oc3cc(C[C@@H]4NCCc5cc(OC)c(O)cc54)ccc3O)cc1)NCC2	?	-2%	-1%	2%	-4%	6%	-2%	9%
COc1ccc(C2(C(=O)Nc3cc(C)on3)CCOCC2)cc1	-4%	-5%	-1%	-1%	5%	7%	-6%	5%
CCOC(=O)c1cc2c(=O)n3ccccc3nc2n(CCOC)c1=NC(=O)c1ccncc1	?	-7%	14%	1%	?	-5%	0%	9%
CC(=O)c1c(C)n(C)c2ccc(OC(=O)c3ccc([N+](=O)[O-])cc3)cc12	8%	-4%	6%	.	?	10%	-19%	-17%
N#Cc1ccc(OCc2nnc(SCC(=O)N3CCCc4ccccc43)n2-c2ccccc2)cc1	8%	-4%	-7%	?	?	-1%	-32%[inhibitor]	5%
O=C(Nc1ccc(S(=O)(=O)NCc2ccco2)cc1)c1ccc2ccccc2n1	?	-3%	-5%	-14%	1%	0%	-53%[inhibitor]	2%
COn1c(-c2ccccc2)nc2ccc(Cl)cc21	-1%	1%	i	17%	2%	1%	28%	9%
COC(=O)CSc1ccc2nnc(CCNS(=O)(=O)c3ccccc3)n2n1	-4%	-2%&-5%	-2%	12%[46 µM]	-1%	6%&-3%	-27%	4%
COc1cc(C(Nc2ccc(S(=O)(=O)N3CCC(C)CC3)cc2)C(=O)NCC2CCCO2)cc(OC)c1OC (stereo not given)	-3%	5%	-7%	-2%	3.5µM*	2%	2%	-12%
Cc1ccn(C(=O)c2ccc(NC(=O)CC(C)C)cc2)n1	-14%	-2%	2%	7%[46 µM]	2%	-1%	0%	8%
N#C/C(=C/c1ccc(-c2ccc(Br)cc2)o1)C(=O)NC1CCCCC1	-24%	-1%	-7%	?	1.1µM*	8%	-12%[1.84 µM]	-4%
Cc1cccn2c(=O)c(C=O)c(NCc3ccccc3)nc12	?	0%	11%	.	?	1%	.	18%
O=C(CSc1nc2ccccc2o1)Nc1ccc(N2CCOCC2)c(Cl)c1	4%	-7%	-6%	?	?	-4%	-2%	2%
COC(=O)CC1(c2cccc3ccccc23)C(=O)c2ccccc2C1=O	3%	-5%	-8%	-8%	-1%	8%	-11%	-4%
CCNC(=S)NNC(=O)CSc1nc2ccccc2n1C	1%	-4%	-6%	.	11%	0%	.	11%
Cc1cc(C)nc(NC(=NCCc2c[nH]c3ccccc23)NC(=O)Nc2ccc(Cl)c(Cl)c2)n1	-5%	0%	-5%	-3%	10%	-4%	-9%	2%
N#Cc1c(C(F)(F)F)cc(-c2ccccc2)nc1SCC(=O)Nc1sc2c(c1C#N)CCC2	5%	-2%	-3%	10%[0.0737 µM]	-8%	-18%	.	50%[activator]
CCS(=O)(=O)Nc1ccc(C2=NN(S(C)(=O)=O)C(c3cccs3)C2)cc1 (stereo not given)	?	-4%	i	?	?	-3%	16%	6%
Nc1cc(=O)[nH]c(=O)n1Cc1ccco1	-6%	4%	i	-2%	-4%	-11%	20%	8%

Of the compounds above, 8 contain an aryl methoxy group:
SMILES	KDM4E inh	TexasRed fluor	RECQ1 inh	LMNA splice mod	ALDH1A1 block	TRb-SRC2 inh	SMN2 splice up	RGS12 GoLoco inh
COc1ccc(O)c(/C=N/NC(=S)Nc2cccnc2)c1	?	-2%	i	25%[46 µM]	?	3%	-43%[inhibitor]	12%
CCCCCCC1=Cc2cc(OC)c(OC)cc2C(C2(C(=O)OCC)CCCC2=O)O1 (stereo not given)	.	-17%[11.2 µM]	i[11.5 µM]	.	4%[13.5 µM]	3%[11.2 µM]	.	.
COc1ccc(C2/C=C\CN(C(=O)c3ccccc3)[C@H](Cc3ccccc3)C(=O)N2Cc2ccc(F)cc2)cc1 (stereo not given in full)	-6%	1%	-18%	.	.	-1%	.	8%
COc1cc(C2C=C(C34CC5CC(CC(C5)C3)C4)NC(=S)N2)cc(OC)c1OC (stereo not given)	-7%	-1%	-2%	-1%	1.1µM*	-5%	-23%	-1%
COc1cc(-c2nc(S(=O)(=O)c3ccc(C)cc3)c(N3CCOCC3)o2)cc(OC)c1OC	-28%	2%	-9%	0%	1.1µM*	-4%	?	-6%
COc1cc2c(cc1O)[C@H](Cc1ccc(Oc3cc(C[C@@H]4NCCc5cc(OC)c(O)cc54)ccc3O)cc1)NCC2	?	-2%	-1%	2%	-4%	6%	-2%	9%
COc1ccc(C2(C(=O)Nc3cc(C)on3)CCOCC2)cc1	-4%	-5%	-1%	-1%	5%	7%	-6%	5%
COc1cc(C(Nc2ccc(S(=O)(=O)N3CCC(C)CC3)cc2)C(=O)NCC2CCCO2)cc(OC)c1OC (stereo not given)	-3%	5%	-7%	-2%	3.5µM*	2%	2%	-12%
